# AmpC inh detg: qHTS Inhibitors of AmpC Beta-Lactamase (assay with detergent). P00811. AmpC hydrolysis of nitrocefin, absorbance 480 nm, 0.01% Triton. Potency, µM (doses to about 114 µM), for inactives: top-dose activity change, negative = inhibition, most hits filed as inhibitors. 0.041% of 370,000 active. AID 485294, 2010;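 note: potency is the fitted concentration of half-maximal effect; 0% = no-compound wells and -100% = no-enzyme wells; nearly all actives have a fitted effect of over 25% in size; some results filed as inactive show a strong effect at the top dose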
# Target sequence (P00811 whole entry, looked up): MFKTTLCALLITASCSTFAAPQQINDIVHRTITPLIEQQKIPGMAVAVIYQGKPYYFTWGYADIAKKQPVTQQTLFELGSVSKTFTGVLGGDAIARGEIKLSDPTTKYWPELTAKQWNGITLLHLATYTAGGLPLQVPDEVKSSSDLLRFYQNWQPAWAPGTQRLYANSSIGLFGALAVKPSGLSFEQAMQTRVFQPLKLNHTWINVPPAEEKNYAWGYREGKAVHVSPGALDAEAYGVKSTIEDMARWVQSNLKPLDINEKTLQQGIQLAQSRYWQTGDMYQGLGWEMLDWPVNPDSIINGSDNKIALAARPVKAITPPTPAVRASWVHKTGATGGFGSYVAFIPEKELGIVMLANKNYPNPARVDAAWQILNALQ
#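 20 mM phosphate pH 7.0 + 0.01% (detergent screen) or 0.0001% Triton X-100; 5.3 nM AmpC reagent; cpd preinc 15 min RT; nitrocefin (800 uM stock) to start; A480 q20 s × 4 min; Activity was normalised to no-enzyme and no-compound control wells.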
# HCV inhibitor: qHTS Assay for Inhibitors of Hepatitis C Virus (HCV); Potency, µM (highest dose often 41.8 µM), for inactives: at the top dose activity change, negative = inhibition, usual class: inhibitors; Huh7.5.1 HCVcc-Cre infection, luciferase reporter, 44 h; 3.4% of 340,000 active; AID 651820, 2012; note: potency is the fitted concentration of half-maximal effect
#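 Cells (1,000/well) were plated 4 h before compound, then infected with HCVcc-Cre virus (~0.5 moi). After 44 h further culture, infection was read as luciferase luminescence following a 15 min substrate incubation at room temperature.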
# AmpC no deterg: qHTS Inhibitors of AmpC Beta-Lactamase (assay without detergent). 0.52% of 330,000 active. AmpC nitrocefin hydrolysis, absorbance 480 nm, 0.0001% Triton. P00811. Potency, µM (titrated, usually from 57.1 µM), without a hit: top-dose activity change, negative = inhibition, hits mostly inhibitors;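 note: potency is the fitted concentration of half-maximal effect; plate controls were no compound for no effect and no enzyme for full effect; nearly all actives have a fitted effect of over 20% in size; some results filed as inactive show a strong effect at the top dose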
#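 AmpC (5.3 nM in the dispensed reagent) in 20 mM phosphate pH 7.0 with 0.01% (detergent screen) or 0.0001% Triton X-100 was preincubated with compounds for 15 min at room temperature. Nitrocefin was then added from an 800 uM solution, and hydrolysis was followed at 480 nm.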
# HCMV inh: qHTS Assay for inhibitors of the human cytomegalovirus (HCMV); HFF cells, HCMV-luciferase reporter, 72 h; hits give low values; activity change, negative = inhibition, % at 57.5 µM; 4.5% of 410,000 active; AID 1259415, 2018; in the data active = activity change below about -60%; inconclusive = no clear call, values can overlap the other calls; inactive = above about -39%
#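 Two compound doses tested in HFFs infected with HCMV-luciferase, MOI 1 PFU/cell, 72 h at 37C. Lysate luminescence read with OneGlo; data normalized against buffer-only and 10uM Salinomycin inhibitor controls.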
# Sm TGR block: qHTS Assay for the Inhibitors of Schistosoma Mansoni Peroxiredoxins. Schistosoma mansoni thioredoxin glutathione reductase (TGR), Q962Y6. purified TGR, DTNB reduction, TNB absorbance 405 nm. Potency, µM (doses to about 114 µM), inactives show top-dose activity change, negative = inhibition, most hits filed as inhibitors. 3% of 360,000 active. AID 485364, 2010; note: potency is the fitted concentration of half-maximal effect; nearly all actives have a fitted effect of over 60% in size
#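 Kinetic colorimetric format: TGR-catalysed, NADPH-driven DTNB reduction monitored via TNB absorbance. Enzyme dispensed at 20 nM; compound exposure 15 min at room temperature before reaction start.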
# FBPA Giardia inh: qHTS Assay for Inhibitors of Fructose-1,6-bisphosphate Aldolase from Giardia Lamblia; A8B2U2; purified Giardia FBPA; Potency, µM (titrated, usually from 59.6 µM), without a hit: top-dose activity, negative = inhibition, hits mostly inhibitors; 0.71% of 290,000 active; AID 2451, 2010; note: potency is the fitted concentration of half-maximal effect; nearly all actives have a fitted effect of over 55% in size
# Target sequence (A8B2U2 whole entry, looked up): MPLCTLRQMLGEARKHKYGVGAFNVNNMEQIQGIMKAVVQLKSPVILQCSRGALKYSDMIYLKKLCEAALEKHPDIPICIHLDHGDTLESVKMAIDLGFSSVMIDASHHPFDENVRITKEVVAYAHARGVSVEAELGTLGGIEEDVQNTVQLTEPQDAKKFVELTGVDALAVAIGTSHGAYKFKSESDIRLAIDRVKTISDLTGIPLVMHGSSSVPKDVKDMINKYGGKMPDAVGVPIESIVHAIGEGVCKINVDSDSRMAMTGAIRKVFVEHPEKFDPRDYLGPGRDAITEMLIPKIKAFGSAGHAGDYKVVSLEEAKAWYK
#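 40 nM FBPA preincubated 10 min at RT with compound (up to 57.5 uM final), then substrate plus GAPDH/TPI/NAD/arsenate coupling and diaphorase/resazurin added. Fluorescence read after 20 min at RT, 525/598 nm.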
# * marks the source's active call; other numbers are inactive results; ? = inconclusive; · = no result given; [ ] = dose if it differs, or a comment. Unless noted, calls come from the whole dose curve; as a rule, active = well fitted curve in the direction sought with a large enough effect; inconclusive = small, poorly fitted or top-dose-only effect, or another doubt; inactive = no such curve, though single readings can be large; an effect the other way counts as inactive or inconclusive. Unless noted, % is set by controls: 0 for no effect and ±100 for the full control effect.
SMILES,AmpC inh detg,HCV inhibitor,AmpC no deterg,HCMV inh,Sm TGR block,FBPA Giardia inh
NS(=O)(=O)c1ccc(NC(=O)N2c3ccccc3Sc3ccccc32)cc1,-10.8%,-6.0%,35.5µM*,-63.5*,-7.4%,14.0%
Cn1c(CSc2ncccn2)nnc1SCC(=O)N1CCCCCC1,0.9%,1.1%,-9.9%,13.8,0.0%,1.2%
CC(C)C(=O)N1CCN(c2ccc(NC(=O)c3cccs3)cc2)CC1,-7.5%,-1.1%,-8.9%,54.1,-12.5%,-0.9%
CC(=O)Nc1cc2c(cc1NC(=O)Cn1nnc(-c3ccc(C)o3)n1)OCCO2,6.0%,7.9%,-15.8%,-23.6,3.3%,1.0%
CCOC(=O)CSc1nc2ccc(C)cc2cc1C#N,1.0%,-12.4%,-10.1%,152.4,-13.6%,-1.2%
COC(=O)[C@]1(Cc2ccccc2)N[C@H](c2ccc(-c3ccc(OC)cc3)cc2)[C@@H]2C(=O)N(C)C(=O)[C@@H]21,-6.9%,20.9%,-7.7%,-9.2,-16.2%,·
O=C(NCCc1ccc(Cl)cc1)C1CCCO1 (configuration not stated),-1.4%,13.4%,-6.9%,11.5,-13.6%,-0.2%
Cc1ccc(Cl)cc1NC(=O)COC(=O)c1ccc(N2CCCC2)c([N+](=O)[O-])c1,-0.7%,5.7%,-25.3%,?,-8.8%,3.6%
NC(=O)CSc1nc(-c2ccccc2)c(-c2ccccc2)o1,?,-3.3%,-6.6%,-8.8,-23.0%,-5.3%
CCCC(CCC)C(=O)Nc1cccc(-c2nc3cccnc3s2)c1,22.2%,·,·,?,-0.2%,·
O=C(Nc1nccs1)c1ccc(Cl)cc1[N+](=O)[O-],?,6.0%,-28.1%,44.4,0.6%,2.0%
CCOc1ccc(OCC)c(NC(=O)CCCN2C(=O)c3cccnc3C2=O)c1,?,14.7%,-4.9%,-3.2,-2.2%,-10.5%
O=C(O)c1ccc(CN(Cc2ccccc2)S(=O)(=O)c2ccc(Cl)cc2)cc1,-9.4%,25.8%,-24.9%,-19.5,0.4%,3.4%
Cc1nc(SCC(=O)NCC2CCCO2)c2oc3ccccc3c2n1 (configuration not stated),?,-17.5%,12.9%,35.3,-4.1%,0.0%
CN1CCN(C(=O)c2cccc(S(=O)(=O)N3CCCC3)c2)CC1,?,-13.5%,-12.3%,21.5,-1.0%,·

# 5 compounds picked at random from those above:
SMILES,AmpC inh detg,HCV inhibitor,AmpC no deterg,HCMV inh,Sm TGR block,FBPA Giardia inh
CC(=O)Nc1cc2c(cc1NC(=O)Cn1nnc(-c3ccc(C)o3)n1)OCCO2,6.0%,7.9%,-15.8%,-23.6,3.3%,1.0%
O=C(O)c1ccc(CN(Cc2ccccc2)S(=O)(=O)c2ccc(Cl)cc2)cc1,-9.4%,25.8%,-24.9%,-19.5,0.4%,3.4%
CCOC(=O)CSc1nc2ccc(C)cc2cc1C#N,1.0%,-12.4%,-10.1%,152.4,-13.6%,-1.2%
O=C(NCCc1ccc(Cl)cc1)C1CCCO1 (configuration not stated),-1.4%,13.4%,-6.9%,11.5,-13.6%,-0.2%
CC(C)C(=O)N1CCN(c2ccc(NC(=O)c3cccs3)cc2)CC1,-7.5%,-1.1%,-8.9%,54.1,-12.5%,-0.9%

# Further structures.
SMILES,AmpC inh detg,HCV inhibitor,AmpC no deterg,HCMV inh,Sm TGR block,FBPA Giardia inh
COc1ccc(CN2CCN(C(=O)c3ccc(S(=O)(=O)N4CCCCCC4)cc3)CC2)cc1F,?,?,208.4%[activator],-77.4*,-19.1%,·
CCOc1ccc(C(=O)NCCc2cnc[nH]2)cc1OCC,-2.0%,13.6%,-6.3%,·,-13.1%,4.6%
COc1ccc(-c2nnn(CC(=O)N(CCCN3CCOCC3)C(C(=O)NC3CCCC3)c3ccco3)n2)cc1 (configuration not stated),0.1%,5.1%,180.4%[activator],-37.1,0.0%,2.6%
COC(=O)c1ccc(C(=O)N=c2sccn2C)cc1,?,1.8%,-16.2%,-18.1,-4.8%,-2.1%
O=C(NCc1ccco1)c1nn2cccnc2c1Cl,0.2%,1.1%,-14.0%,-20.7,·,2.2%
O=C(c1ccccc1F)N1CCCC(C(=O)N2CCc3ccccc3C2)C1 (configuration not stated),-1.0%,-7.1%,23.0%,3.7,1.6%,3.6%
CCN(CC(=O)NC(C)(C)C)C(=O)CN1c2cccc3cccc(c23)S1(=O)=O,-5.2%,2.8%,-14.7%,-4.9,1.4%,-2.1%
CCOC(=O)Nc1ccc2c(CN(C)Cc3ccc(F)cc3)cc(=O)oc2c1,-12.4%,-12.5%,-27.8%,-91.8*,-1.3%,3.2%
O=C(COC(=O)CCNS(=O)(=O)c1cccc(C(F)(F)F)c1)NC(=O)NC1CCCCC1,-9.1%,17.8%,3.8%,-2.8,-17.9%,-3.1%
CCOC(=O)c1cnn(-c2ccccc2)c1-n1cccc1C(=O)C(=O)Nc1ccc(F)cc1,4.2%,-6.6%,1.1%,-19.3,11.5%,-2.6%
O=C(Cc1ccccc1)NCCSCc1ccc(Cl)cc1,1.6%,8.6%,87.1%[activator],-15.2,-0.7%,-1.2%
O=C(Cn1c(=O)oc2cc(S(=O)(=O)N3CCCC3)ccc21)NCc1ccc(Cl)cc1,13.9%,·,·,-18.5,-0.3%,·
O=C(NCCN1CCOCC1)c1cccn2c(=O)c3c4c(sc3nc12)CCCC4,-1.3%,·,0.2%,·,2.5%,2.3%
CCC12CN3CC(CC)(CN(C1)C3c1c(C)[nH]c(=O)[nH]c1=O)C2=O (configuration not stated),22.5%,·,·,1.2,3.2%,·
CC1=NN(c2ccccc2)C(=O)/C1=C/c1cccs1,-7.7%,33.2%[activator],-10.9%,74.0,-10.2%,-4.5%
CC(C)[C@H](NC(=O)c1ccc(Br)cc1)C(=O)NC1CCCCC1,-17.6%,-4.5%,-38.7%,0.0,-0.9%,·
O=C(CSc1nnc(NC(=O)c2cccc(F)c2)s1)NCc1ccco1,0.5%,6.3%,-20.3%,36.6,-15.0%,·
COc1ccc(C)cc1N=Nc1ccc(O)c2ncccc12,8.8%,?,-9.6%,-100.2*,0.2%,-2.5%
Cc1ccc(-n2nc(C)c3c2NC2=C(C(=O)CC(C)(C)C2)C3c2ccccc2OCC(=O)O)cc1 (configuration not stated),3.0%,23.9%,40.1%,-22.4,-2.1%,10.0%
COc1cccc(CNC(=O)C(=O)NCC(c2cccs2)S(=O)(=O)c2ccccc2)c1 (configuration not stated),10.2%,·,·,-19.1,?,·
CCN(CC)C(=O)CSc1nnc(-c2cnccn2)n1-c1ccccc1,-14.3%,-8.5%,-14.4%,-16.7,5.4%,-3.0%
O=C(NCc1ccc(Cl)s1)C1CCC(=O)N(CCc2ccccn2)C1 (configuration not stated),1.6%,5.7%,-7.4%,-9.4,2.3%,4.4%
OC1CCN(c2c3c(nc4cc(-c5ccc(F)cc5)nn24)CCC3)CC1,-10.4%,?,-5.0%,12.2,1.5%,-0.8%
CCC(Sc1nc2cc3c(cc2c(=O)n1Cc1ccco1)OCO3)C(=O)Nc1cccc(OC)c1 (configuration not stated),4.9%,-5.9%,-20.1%,?,5.3%,0.4%
CC(=O)c1cccc(CN2CCCC(N3CCN(c4ccccc4F)CC3)C2)c1 (configuration not stated),-12.8%,-13.2%,51.6%,17.7,?,5.2%
O=C(CCC(=O)OCC(=O)c1ccc(Cl)cc1Cl)Nc1cccc2cccnc12,?,8.8%,-14.2%,23.8,6.3%,0.3%
CCOc1cc(/C=N/NC(=O)c2cc(-c3ccccc3)nc3ccccc23)ccc1O,5.6%,-10.3%,-21.5%,17.5,-25.7%,3.7%
Cc1cccc(S(=O)Cc2ccc(C(=O)N3CCN(C(=O)c4ccco4)CC3)o2)c1 (configuration not stated),1.1%,4.1%,-1.1%,19.6,?,·
O=C(NCCc1ccccc1)c1ccc(CS(=O)(=O)Cc2ccccc2Cl)o1,-6.3%,·,·,-15.8,50.1µM*,·
CCc1ccc(OCC(=O)NNC(=O)C2CCN(c3ncnc4sc(C)c(C)c34)CC2)cc1,-15.7%,20.6%,81.1%[activator],-36.0,5.1%,·
CCOCC(=O)Nc1nnc(SCCOC)s1,?,-0.6%,-3.3%,9.2,-0.5%,-7.4%
Cc1ccc(NC2CCCN(C(=O)CCc3ccncc3)C2)cc1C (configuration not stated),-0.1%,1.6%,35.0%,·,-27.5%,·
CCOC(=O)c1c(NC(=O)/C=C/c2ccc(C)cc2)sc(C(C)=O)c1C,-0.7%,·,·,10.2,-32.3%,·
COc1ccc(S(=O)(=O)N(C)c2ccc(C(=O)Nc3ccccc3C(=O)N3CCOCC3)cc2)cc1OC,-13.1%,-16.0%,89.8%[activator],?,-11.1%,·
COc1cc2c(cc1OC)C(C)N(S(=O)(=O)c1cn(C)c(C)n1)CC2 (configuration not stated),-7.2%,6.3%,-2.7%,42.2,7.6%,2.2%
O=C(CN1C(=O)c2ccccc2C1=O)NNC1=NS(=O)(=O)c2ccccc21,2.5%,35.8%[activator],-11.2%,7.9,5.0%,5.4%
COc1cc2c(cc1NC(=O)CSc1ccc(Cl)cc1)oc1ccccc12,2.6%,10µM*,-15.9%,-26.8,2.0%,4.6%
CCOC(=O)C1=NN(C(C)=O)C2C(=O)N(CC)C(=O)C12 (configuration not stated),0.1%,10.8%,-10.1%,-9.7,10.8%,-3.1%
COc1ccc(C(=O)NNC(=O)COC(=O)c2sccc2C)cc1,3.9%,5.8%,-4.8%,36.5,5.1%,·
Cc1ccc(Nc2nnc(C(C)(C)C)c(=O)n2N)cc1,-3.9%,-3.7%,-15.4%,-6.1,-0.2%,2.2%
CC(C)c1nn2c(=O)cc(COC(=O)c3cccc(NC(=O)COc4ccc(F)cc4)c3)nc2s1,2.8%,·,·,158.1,1.2%,·
O=C1/C(=C/c2cccc(Cl)c2)SC(=S)N1CCC(=O)N1CCCCC1CCO (configuration not stated),3.7%,-17.6%,146.5%[activator],-82.5*,-0.2%,·
Cc1cc(NC(=O)c2ccc3c(c2)C(=O)N(CCC(C)C)C3=O)no1,-0.9%,26.2%,·,-14.2,-18.3%,4.1%
CC(=O)c1c(C)nn(CC(O)COc2ccc3ccccc3c2)c1C (configuration not stated),3.4%,?,62.3%[activator],-5.3,3.7%,-6.5%
CCOc1ccc(NC(=O)CNC(=O)c2cccs2)cc1,-11.9%,11.5%,4.3%[2.29 µM],-4.5,-4.5%,3.4%
CCOc1ccc(NC(=O)c2cccc(NC(C)=O)c2)cc1S(=O)(=O)N1CCCC1,-9.3%,?,-21.5%,-33.5,6.6%,·
O=C(CCn1ccc2cc(S(=O)(=O)N3CCCC3)ccc21)NCc1cccc(Br)c1,17.2%,·,·,-11.2,7.7%,·

# Source: PubChem (National Center for Advancing Translational Sciences (NCATS))
